Assay outcomes deposited in PubChem by several laboratories.
PostGolgi ctrl = yeast control strain growth, post-Golgi counter-screen | efflux-deficient yeast background strain, growth absorbance A615, 16 h | inhibition, % at 10 µM | hit rate 5% among 98,000 | AID 738
PLAP activator = activators of human placental alkaline phosphatase | P05187 | purified PLAP enzyme, luminescent substrate read-out; active compounds read high | activation fold at 20 µM | hit rate 1.2% among 96,000 | AID 696; in the data active = activation fold above about 2
S1P2 ag = activates the human S1P2 receptor. AID 729. hit rate 0.46% among 97,000. S1P2-expressing cell line, agonist reporter read-out. activation, % at 4.5 µM; in the data active = activation above about 16%;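 note: 0% = vehicle low control and 100% = maximal reference agonist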
CD11b adhes inh = CD11b/CD18-fibrinogen binding inhibition | K562 CD11b/CD18 adhesion to fibrinogen, ATPlite luminescence; Mn2+ added to activate the integrin | inhibition, % at 10 µM | hit rate 0.54% among 93,000 | AID 1497;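 active = primary inhibition of 50% or more at 10 µM, then 40% or more on retest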; note: some results filed as inactive read as strong as hits
Target sequence (P05107 whole entry, looked up, other chains not shown): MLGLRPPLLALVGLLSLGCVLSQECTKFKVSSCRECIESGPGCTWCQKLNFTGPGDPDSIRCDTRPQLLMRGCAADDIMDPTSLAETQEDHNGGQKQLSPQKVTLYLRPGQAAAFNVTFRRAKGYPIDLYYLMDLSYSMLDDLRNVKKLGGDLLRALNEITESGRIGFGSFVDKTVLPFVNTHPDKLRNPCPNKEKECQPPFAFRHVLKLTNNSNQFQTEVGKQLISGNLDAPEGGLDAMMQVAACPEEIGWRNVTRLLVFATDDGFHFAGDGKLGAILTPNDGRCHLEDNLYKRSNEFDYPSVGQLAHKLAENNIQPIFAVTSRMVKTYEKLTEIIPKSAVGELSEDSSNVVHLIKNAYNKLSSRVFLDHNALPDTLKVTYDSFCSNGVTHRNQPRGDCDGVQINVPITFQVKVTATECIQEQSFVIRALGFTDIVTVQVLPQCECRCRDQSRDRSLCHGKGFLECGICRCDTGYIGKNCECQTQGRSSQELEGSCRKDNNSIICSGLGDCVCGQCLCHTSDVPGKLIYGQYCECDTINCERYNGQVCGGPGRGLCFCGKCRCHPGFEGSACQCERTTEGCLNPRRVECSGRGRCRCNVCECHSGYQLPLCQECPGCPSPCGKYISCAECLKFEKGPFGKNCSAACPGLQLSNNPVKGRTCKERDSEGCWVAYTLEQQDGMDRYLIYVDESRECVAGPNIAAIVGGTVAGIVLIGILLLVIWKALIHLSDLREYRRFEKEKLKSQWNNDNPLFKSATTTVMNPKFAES
sEH inhibitor = soluble epoxide hydrolase (human) inhibition | AID 707 | inhibition, % at 2 µM | hit rate 0.34% among 91,000 | recombinant human sEH enzymatic activity assay; in the data active = inhibition above about 80%; note: values of inactives mirror those of a sister screen read the other way; many of its hits are not listed in these tables
PostGolgi yeast = growth inhibition of a yeast mutant, post-Golgi transport screen. post-Golgi transport phenotypic cell assay. inhibition, % at 10 µM. hit rate 0.9% among 98,000;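 note: yeast cells grown in 1536-well plates; yeast grown about 18 h at 30C before absorbance read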
sEH act = soluble epoxide hydrolase (human) activation; hit rate 0.04% among 91,000; AID 717; purified human sEH enzymatic activity, activator screen; P34913; activation, % at 2 µM; in the data active = activation above about 37%; note: values of inactives mirror those of a sister screen read the other way
E coli WT exp = blocks growth of wild type E. coli BW25113 | hit rate 0.15% among 98,000 | OD600 absorbance | growth inhibition, % at 100 µM;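 active = growth inhibition above about 50% at one test dose, limit read from the data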;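 note: growth measured after 20 h incubation at 37 °C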
S1P2 blocker = blocks the human S1P2 receptor; hit rate 0.21% among 97,000; cell-based S1P2 antagonist assay, inhibition at 5 uM; inhibition, % at 5 µM; AID 736; O95136; in the data active = inhibition above about 45%;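 note: CRE beta-lactamase reporter cells expressing human S1P2 stimulated with S1P; 0% = agonist at EC80 alone and 100% = agonist plus reference antagonist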
Numbers without * were called inactive; / = no result given. Cut-off read from the data, not from the text of the source, unless noted: active = inhibition above about 30%; inactive = the rest. Random draw from the library; 7.1% or so of the library scored in one or more.

SMILES	PostGolgi ctrl	PLAP activator	S1P2 ag	CD11b adhes inh	sEH inhibitor	PostGolgi yeast	sEH act	E coli WT exp	S1P2 blocker
CC1(C)CC(=O)C2=C(C1)N(C1CCCCC1)C(=O)C2(O)C(F)(F)F (stereo not drawn)	17	0.9	1	-8	4	5	-6	1	4
Cc1scc(C(=O)N/N=C/c2ccc(OC(C)C)cc2)c1C	12	0.8	0	0	70	-4	-69	1	-21
COCCn1c(C)cc(C(=O)CSc2nnc3scc(-c4ccc(Cl)cc4)n23)c1C	/	/	-3	/	8	/	-9	/	30
O=C(CN1CCN(S(=O)(=O)c2ccc3ccccc3c2)CC1)NC(=O)NC1CCCCC1	20	1.8	-8	8	-7	-8	8	-6	27
CC12CC(NC(=O)N1c1cccc(C(=O)NCc3ccccc3)c1)c1ccccc1O2 (stereo not drawn)	1	1	0	/	8	-7	-8	-5	-5
O=c1[nH]ncn1-c1cccc(C(F)(F)F)c1	18	0.8	-1	/	-2	0	3	7	13
Cc1c(C(=O)NCc2ccccc2Cl)oc2c1C(=O)CCC2	1	0.9	-2	-24	35	22	-35	4	8
COCCn1nnnc1C(C(C)C)N1CCOCC1 (stereo not drawn)	40*	0.9	-5	0	-12	5	10	2	-8
Cc1ccc(SCCNC(=O)C(C)C)cc1	4	0.9	-8	-1	1	4	-2	-4	-5
CC1(C)Cc2c(c(-c3ccco3)nc3n[nH]c(N)c23)CO1	1	1.2	-6	0	5	7	-4	4	-24
O=C(Nn1cnnc1)C(Sc1ccccc1)c1ccccc1 (stereo not drawn)	13	1	-4	-1	/	0	/	-11	5
Cc1cc(C)n(-c2nc(C)nc(N)n2)n1	7	0.9	-8	-2	-7	7	6	5	2
CCOC(=O)CNC(=O)c1cn(CC(C)C)c(=O)c2cc(OC)c(OC)cc12	/	/	1	/	6	/	-8	/	-3
CCC(C)C(=O)Nc1nnc(-c2cccs2)s1 (stereo not drawn)	3	1	-12	2	-7	-4	8	3	9
CCC(CC)c1nnc(NC(=O)CCCN2C(=O)c3ccccc3C2=O)s1	10	1.3	-3	-8	-8	-3	6	0	0
O=S(=O)(Nc1nc2ccccc2nc1NCCO)c1cccc(Cl)c1	1	1.5	4	0	-3	7	5	-1	-12
CCn1c(SCC(=O)c2cc(C)n(CC3CCCO3)c2C)nc2ccccc21 (stereo not drawn)	5	1.7	3	0	5	1	-6	-11	-13
COc1ccc(CCNc2oc(-c3ccc(C)cc3)nc2C#N)cc1OC	/	1.3	/	12	/	5	/	-4	/
CCOC(=O)C1CCCN(S(=O)(=O)c2cn(C)c(=O)n(C)c2=O)C1 (stereo not drawn)	2	0.9	0	-8	4	9	-5	-1	-13
Cc1cc(C(=O)O)sc1C	28	/	-6	/	/	-6	/	-16	20
O=C(CCC(=O)c1ccc(F)cc1)OC1CCOC1=O (stereo not drawn)	-4	1.2	-7	6	/	-4	/	0	-11
COCCn1c(SCC(=O)c2ccc3c(c2)OCCO3)nnc1C(C)C	7	1.1	0	-6	-4	-5	4	-5	-10
O=C(C1CC(c2ccccc2O)=NO1)N1CCCC1 (stereo not drawn)	2	0.9	0	-18	5	-5	-5	11	-4
CCOC(=O)C(C(=O)N1CCOCC1)C1CCCCC1 (stereo not drawn)	20	1.1	-1	/	-14	-5	14	3	-10
Cn1c(=O)c2c(nc(NCc3cccnc3)n2Cc2cccc(C(F)(F)F)c2)n(C)c1=O	3	1	1	-1	-21	-1	21	1	-11
Cc1ccccc1NC(=O)CSc1nc2cc3c(cc2cc1C)CCC3	13	0.8	-7	/	-1	7	-2	-18	4
COc1ccc(COn2c(=O)c(C)[n+]([O-])c3ccccc32)cc1OC	8	0.9	-3	2	-20	4	17	7	-6
O=C(CCc1ccc(S(=O)(=O)NC2CCCCC2)cc1)NCc1ccc(Cl)cc1	-5	0.8	-7	-1	59	/	-58	-3	0
COCCCN1C(=O)C(=O)/C(=C(/O)c2ccc3c(c2)CC(C)O3)C1c1cccnc1 (stereo not drawn)	-1	1.2	-1	-14	-8	-9	9	5	1
CCOC(=O)c1c(NS(=O)(=O)Cc2ccccc2)sc2c1CCCC2	36*	1.6	-1	2	-6	6	8	5	20

Compound profiles (already shown). Values in the order: PostGolgi ctrl | PLAP activator | S1P2 ag | CD11b adhes inh | sEH inhibitor | PostGolgi yeast | sEH act | E coli WT exp | S1P2 blocker
Listed for `Cn1c(=O)c2c(nc(NCc3cccnc3)n2Cc2cccc(C(F)(F)F)c2)n(C)c1=O` : 3 | 1 | 1 | -1 | -21 | -1 | 21 | 1 | -11
Listed for `O=C(CCC(=O)c1ccc(F)cc1)OC1CCOC1=O` (stereo not drawn) : -4 | 1.2 | -7 | 6 | / | -4 | / | 0 | -11

Other records
SMILES	PostGolgi ctrl	PLAP activator	S1P2 ag	CD11b adhes inh	sEH inhibitor	PostGolgi yeast	sEH act	E coli WT exp	S1P2 blocker
O=C(c1ccccn1)c1ncc(C(F)(F)F)cc1Cl	6	1.1	-8	/	8	-4	-7	10	7
COCn1c(COc2ccc3ccccc3c2)nc2ccccc21	/	/	-7	/	5	/	-3	/	0
CCOc1ccc(N2C(=O)c3ccccc3C2O)cc1 (stereo not drawn)	-3	0.9	-5	-4	3	5	-4	9	-8
CCN1CCc2c(C#N)c(N3CCOCC3)nc(N3CCOCC3)c2C1	5	1.1	0	4	5	-4	-6	-1	19
O=C(CCCC(=O)N(CC(=O)NC1CCCCC1)CC1CCCO1)Nc1ccccn1 (stereo not drawn)	3	1.5	-1	-11	2	-3	-2	-3	11
Cn1c(=O)c2c(nc(SCCN3CCOCC3)n2Cc2ccc(F)cc2)n(C)c1=O	1	1.7	-1	-2	-16	-7	18	-3	9
CCN1CCN(Cc2c(C)[nH]c3ccc(OC)cc3c2=O)CC1	20	0.9	-1	-8	-2	0	0	-5	2
O=C1CN(C(=O)c2ccccc2F)c2ccccc2N1	1	0.8	-5	-1	9	0	-5	7	-3
Cc1cc(C)c2c(N)c(C(=O)c3ccccc3)oc2n1	7	0.9	0	21	-3	3	1	-10	-17
COc1ccc(Cl)cc1NC(=O)NC(C)c1ccncc1 (stereo not drawn)	-2	1	-2	5	7	0	-4	1	-34
COc1ccccc1NC(=O)CSc1ncn(-c2ccccc2)n1	21	0.7	0	4	-17	1	13	1	-24
CSCCC(NC(=O)OC(C)(C)C)C(=O)NC(CC(C)C)C(N)=O (stereo not drawn)	0	0.9	-3	-41	5	-5	-6	-4	2
CCN1CCN(C(=O)CN(Cc2ccccc2)S(C)(=O)=O)CC1	5	1	-11	-13	0	-1	-1	-1	-13
Cc1ccc(NC(=O)CN(c2ccc3c(c2)OCO3)S(=O)(=O)c2c(C)n[nH]c2C)cc1	2	/	-6	/	0	1	-1	0	11
O=C(Cn1cccc1C(=O)c1ccccc1)NCc1ccc2c(c1)OCO2	14	0.9	-6	12	2	6	-3	-6	0
CCC1CCCCN1C(=O)c1c(-c2ccccc2)noc1C (stereo not drawn)	/	/	-4	/	6	/	-1	/	-4
CN(C)/C=N/c1cnc(C(=O)c2ccc(Cl)cc2)n1C	11	1.1	-2	-5	-2	-3	2	5	13
CCOC(=O)N1CCN(C(=O)CCCOc2ccccc2)CC1	0	1.2	-3	4	2	6	1	6	1
CCOC(=O)COc1ccc(Cl)cc1C1NC(=O)NC(C)=C1C(C)=O (stereo not drawn)	9	1.2	-7	28	-8	-5	7	-11	6
COc1ccc2c(c1)c1nc(SCC(C)C)n(CCO)c(=O)c1n2C	5	1	-2	-9	9	-5	-10	-13	14

A different layout for part of the listing above.
Structure,PostGolgi ctrl,PLAP activator,S1P2 ag,CD11b adhes inh,sEH inhibitor,PostGolgi yeast,sEH act,E coli WT exp,S1P2 blocker
Cn1c(=O)c2c(nc(SCCN3CCOCC3)n2Cc2ccc(F)cc2)n(C)c1=O,1,1.7,-1,-2,-16,-7,18,-3,9
CCN1CCN(Cc2c(C)[nH]c3ccc(OC)cc3c2=O)CC1,20,0.9,-1,-8,-2,0,0,-5,2
O=C1CN(C(=O)c2ccccc2F)c2ccccc2N1,1,0.8,-5,-1,9,0,-5,7,-3
Cc1cc(C)c2c(N)c(C(=O)c3ccccc3)oc2n1,7,0.9,0,21,-3,3,1,-10,-17
COc1ccc(Cl)cc1NC(=O)NC(C)c1ccncc1 (stereo not drawn),-2,1,-2,5,7,0,-4,1,-34
COc1ccccc1NC(=O)CSc1ncn(-c2ccccc2)n1,21,0.7,0,4,-17,1,13,1,-24
CSCCC(NC(=O)OC(C)(C)C)C(=O)NC(CC(C)C)C(N)=O (stereo not drawn),0,0.9,-3,-41,5,-5,-6,-4,2
CCN1CCN(C(=O)CN(Cc2ccccc2)S(C)(=O)=O)CC1,5,1,-11,-13,0,-1,-1,-1,-13
Cc1ccc(NC(=O)CN(c2ccc3c(c2)OCO3)S(=O)(=O)c2c(C)n[nH]c2C)cc1,2,/,-6,/,0,1,-1,0,11
O=C(Cn1cccc1C(=O)c1ccccc1)NCc1ccc2c(c1)OCO2,14,0.9,-6,12,2,6,-3,-6,0
CCC1CCCCN1C(=O)c1c(-c2ccccc2)noc1C (stereo not drawn),/,/,-4,/,6,/,-1,/,-4
CN(C)/C=N/c1cnc(C(=O)c2ccc(Cl)cc2)n1C,11,1.1,-2,-5,-2,-3,2,5,13
CCOC(=O)N1CCN(C(=O)CCCOc2ccccc2)CC1,0,1.2,-3,4,2,6,1,6,1
CCOC(=O)COc1ccc(Cl)cc1C1NC(=O)NC(C)=C1C(C)=O (stereo not drawn),9,1.2,-7,28,-8,-5,7,-11,6
COc1ccc2c(c1)c1nc(SCC(C)C)n(CCO)c(=O)c1n2C,5,1,-2,-9,9,-5,-10,-13,14

Later entries.
SMILES	PostGolgi ctrl	PLAP activator	S1P2 ag	CD11b adhes inh	sEH inhibitor	PostGolgi yeast	sEH act	E coli WT exp	S1P2 blocker
C=CCOc1ccc(C2N3CC4(C)CN2CC(CCC)(C3)C4=O)cc1 (stereo not drawn)	4	1.1	-2	-12	-6	1	9	-11	-3
CCCCOc1cccc(C(=O)Nc2ccc(N3CCN(CC)CC3)cc2)c1	17	1.5	/	-40	/	3	/	0	/
COC(C)(C)[C@]12CC(O)(c3ccccc3)ON1[C@H]1CCCCC1N2O (stereo partly drawn)	32*	1	-3	-7	-6	1	7	7	6
COc1cc(C(=O)Nc2nc3ccccc3s2)ccc1OCc1c(C)noc1C	-3	1.1	-7	/	/	7	/	-11	33
CCN(CC)CCOc1ccc2nc(N(C)C)sc2c1	-4	1.1	-4	/	12	3	-12	-4	8
CCOc1ccc(OCc2ccc(C(=O)Nc3ccc(Cl)cn3)o2)cc1	6	1	-6	54	31	3	-28	-4	3
Cc1ccn2c(/C=N/OCc3cccc(F)c3)c(-c3ccc(Cl)cc3)nc2c1	-6	1.2	-5	/	-4	14	1	-7	5
CC1CC(C)CN(CCCNC(=O)C2CCN(S(=O)(=O)N3CCCCC3)CC2)C1 (stereo not drawn)	-1	1.3	-3	/	2	4	-3	2	4
CCc1cc(C(=O)NNC(=S)NC(C)c2ccccc2)cs1 (stereo not drawn)	11	1	-4	1	9	-11	-8	7	-4
CC1CCC(N2CCN(S(C)(=O)=O)CC2)CC1 (stereo not drawn)	2	1.1	-4	-5	-10	4	10	2	4
CCOc1ccc(N2CC(C(=O)Oc3ccccc3)CC2=O)cc1 (stereo not drawn)	7	/	-1	/	6	-3	-4	-14	-3
